E-sel inducer = E-selectin induction on HUVECs. P16581. HUVEC E-selectin immunofluorescence imaging; normalized: neutral wells 0, TNF-alpha wells 100. activation, % at 7.58 µM. hit rate 0.37% among 260,000. AID 686992;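 active = mean E-selectin-positive cell signal at least 10% of the positive control, reached in at least 60% of replicates, without over 20% cell loss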;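 note: in these data hits start at about 27%; measured in HUVEC primary endothelial cells; signal is the percent of cells scored E-selectin positive by PE staining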
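Test system – human umbilical vein endothelial cells (HUVEC), E-selectin induction · Input – 3,000 HUVEC seeded per well · Buffer or medium – EGM-2, gelatin · Compound dosing – single-point compound dose · Detection – immunofluorescence imaging · Measure – percent E-selectin-positive cells · Controls – TNF-alpha high, DMSO low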
F508del corr = CFTR F508del correction in bronchial cells; hit rate 0.36% among 350,000; activity (quench increase), % at 7.58 µM; CFBE cells, YFP halide quenching; stimulated with forskolin plus potentiator P3; % fluorescence drop versus neutral controls;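 active = mean added fluorescence quench of at least 8% versus neutral control, with both replicates also reaching 8%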;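 note: cells transiently co-express mutant CFTR-F508del with the halide-sensitive YFP; corrector assay measuring rescue of mutant channel to the surface after 24 h compound exposure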
XiGFP reactiv = X-chromosome reactivation activator; XiGFP mouse fibroblasts, % GFP-positive cells imaging, 3 d; cells co-treated with 5-aza-dC sensitizer; scaled so ellipticine positive control = 100%; activation, % at 7.58 µM; hit rate 0.055% among 360,000; AID 743238;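 active = mean normalized replicate activation at least 10% and every replicate at or above 10%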;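 note: 0% = median of on-plate neutral control wells and 100% = ellipticine 6 µM median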
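Assay system: SV40-immortalized XiGFP fibroblast cells, line 68-5-11; buffer or medium: DMEM plus 5-aza-dC sensitizer; compound: one concentration, pinned; timing: compounds 3 days, fix/stain 15 min at room temperature; benchmarks: positive control ellipticine, 6 µM final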
INS-1E GSIS act = GLuc luminescence reporter in INS-1E cells, primary screen for activators of glucose-dependent secretion of insulin; INS-1E GLuc reporter insulin secretion, 2-3 h; activation, % at 16.6 µM; hit rate 0.61% among 370,000;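 active = lowest replicate activation of at least 40%, so every replicate reaches that level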;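 note: 0% = median of neutral control wells and 100% = median of IBMX positive control wells; some compounds called inactive have numbers as strong as hits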
RAD54 inh = blocks human RAD54 Holliday junction branch migration; AID 602329; FAM/BHQ fluorescence; Q92698; inhibition, % at 10.4 µM; hit rate 0.14% among 360,000;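 active = mean normalized replicate activity at least 40 and at least half of replicates scoring 40 or more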;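 note: 0% = median of neutral control wells and 100% = median of positive control wells; inhibitors cause a drop in the FAM fluorescence signal; in these data hits start at about 50%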
Target sequence (Q92698 whole entry, looked up): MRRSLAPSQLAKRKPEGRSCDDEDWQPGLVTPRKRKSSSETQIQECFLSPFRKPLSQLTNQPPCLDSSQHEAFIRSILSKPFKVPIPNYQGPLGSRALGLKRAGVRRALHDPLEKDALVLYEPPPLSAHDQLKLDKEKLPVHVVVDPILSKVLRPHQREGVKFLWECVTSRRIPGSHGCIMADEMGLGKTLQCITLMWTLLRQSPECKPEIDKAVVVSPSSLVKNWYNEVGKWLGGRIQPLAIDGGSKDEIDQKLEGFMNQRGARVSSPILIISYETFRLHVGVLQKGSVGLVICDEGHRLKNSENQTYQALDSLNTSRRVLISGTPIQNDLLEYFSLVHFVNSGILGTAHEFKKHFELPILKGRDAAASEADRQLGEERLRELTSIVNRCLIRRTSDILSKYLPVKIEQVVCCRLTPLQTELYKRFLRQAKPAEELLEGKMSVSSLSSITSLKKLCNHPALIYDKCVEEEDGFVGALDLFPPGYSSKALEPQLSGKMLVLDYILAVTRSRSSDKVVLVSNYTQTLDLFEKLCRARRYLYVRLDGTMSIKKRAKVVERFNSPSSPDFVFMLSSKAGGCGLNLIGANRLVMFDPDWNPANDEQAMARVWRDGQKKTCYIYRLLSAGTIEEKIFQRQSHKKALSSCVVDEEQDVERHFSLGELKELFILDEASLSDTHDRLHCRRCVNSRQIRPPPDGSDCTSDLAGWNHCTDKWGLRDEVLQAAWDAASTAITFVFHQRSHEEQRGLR
DENV2 CPE = inhibitors of DENV2 cytopathic effect; DENV2-infected cells, cytopathic effect rescue, plate reader; hit rate 1.7% among 350,000; CPE inhibition, % at 9.99 µM; in the data active = CPE inhibition above about 20%, passing the limit was not always enough; tested in BHK-21 cells;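 note: 0% = median of neutral control wells and 100% = median of positive control wells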
RAD52 inh = blocks human RAD52 DNA annealing; recombinant RAD52 DNA annealing, FRET fluorescence; inhibition, % at 18.7 µM; hit rate 0.46% among 360,000; AID 651710;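 active = every replicate showing at least 50% inhibition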
Casp6 inh = inhibitors of human caspase-6; hit rate 0.53% among 350,000; P55212; inhibition, % at 12.5 µM; purified caspase-6, Z-VEID-R110 cleavage fluorescence;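 active = mean inhibition across replicates at least about 35%, with every replicate also reaching that limit, limit read from the data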;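 note: 0% = median of neutral control wells and 100% = no fluorescence left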
Target sequence (P55212 24-179 limits assumed): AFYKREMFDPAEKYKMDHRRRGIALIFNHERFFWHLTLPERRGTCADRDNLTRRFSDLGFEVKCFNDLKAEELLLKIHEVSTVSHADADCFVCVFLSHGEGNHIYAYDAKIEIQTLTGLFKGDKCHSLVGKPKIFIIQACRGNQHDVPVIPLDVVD
Target sequence (P55212 194-293 limits assumed): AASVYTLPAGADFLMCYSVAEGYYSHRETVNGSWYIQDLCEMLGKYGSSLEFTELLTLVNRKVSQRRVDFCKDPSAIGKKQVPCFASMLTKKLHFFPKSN
* hit, by the source's call; · = not tested or not shown.

SMILES	E-sel inducer	F508del corr	XiGFP reactiv	INS-1E GSIS act	RAD54 inh	DENV2 CPE	RAD52 inh	Casp6 inh
CCOC(=O)C1CCCN(C(=O)CSc2ccc(NC(C)=O)cc2)C1 (stereo not given)	0.2	-1.0	0.2	32.3	-8.4	-5.4	3.3	2.8
CC(C)NC(=O)Nc1ccc2c(c1)CC(=O)N([C@H](C)CO)C[C@H](C)[C@@H](CN(C)Cc1ccc(Oc3ccccc3)cc1)O2	37.4*	1.2	-0.1	-26.3	9.4	8.0	31.4	1.9
CC(OC(=O)Nc1cccc(Cl)c1)C(=O)OC1CCCCC1 (stereo not given)	·	1.8	0.1	-44.4	-3.3	-4.5	1.1	0.2
CCCN1C[C@H](C)[C@H](OC)CN(C)C(=O)c2ccc(NS(=O)(=O)c3ccccc3)cc2OC[C@@H]1C	0.1	-3.6	0.0	2.4	-1.6	-4.7	-5.6	0.9
Cc1cc(N2CCOCC2)nc2ccc(NC(=O)CCC(=O)N3CCN(c4ccccc4F)CC3)cc12	·	-2.6	0.2	-10.1	6.4	-1.6	-7.4	0.7
O=C(NCc1ccccc1)c1ccc(=O)oc1	-0.1	-0.3	0.1	5.9	-3.1	4.6	-11.1	-1.1
C[C@H]1CN([C@@H](C)CO)C(=O)Cc2cc(NC(=O)CCCCCC(=O)Nc3ccccc3N)ccc2O[C@@H]1CN(C)Cc1ccc2c(c1)OCO2	-5.8	-1.4	-1.0	-2.8	4.3	-6.9	-16.1	-0.7
COC(=O)c1ccc2nc(-c3cccc(Cl)c3)c(Cc3cccc(F)c3)n2c1	0.9	2.3	0.0	8.8	·	-15.9	-63.4	-0.5
Cc1ccc(S(=O)(=O)N2CCOCC2)cc1NC(=O)CN1C(=O)CN(C)C1=O	·	0.9	0.0	38.1	7.7	1.8	-7.8	0.7
CCCCn1c(SCCN2CCCCC2)nc2c1c(=O)n(C)c(=O)n2C	0.1	-0.4	0.1	·	-2.1	0.7	-5.4	-6.0
CCC(=O)N(C)C[C@@H]1Oc2ncc(C3=CCCC3)cc2C(=O)N([C@H](C)CO)C[C@H]1C	1.0	-1.0	-1.4	7.3	-3.1	-8.3	-18.3	0.6
O=C(Cn1c(=O)oc2cc(S(=O)(=O)N3CCOCC3)ccc21)N1CCc2ccccc2C1	-0.2	2.0	0.2	0.8	3.8	10.6	-9.9	-0.1
C[C@@H]1CN([C@@H](C)CO)C(=O)Cc2cc(NC(=O)C3CC3)ccc2O[C@@H]1CN(C)S(=O)(=O)c1cccs1	1.5	-1.7	0.1	3.1	-1.3	3.9	1.5	0.0
C/C=C/c1ccc([C@H]2[C@@H](CO)N(C(=O)C3CCCCC3)C23CN(C(=O)NC(C)C)C3)cc1	3.4	-1.9	0.2	-29.8	·	3.4	-21.8	-2.0
C[C@@H]1CCCCO[C@H](CN(C)C(=O)CCC(F)(F)F)[C@@H](C)CN([C@@H](C)CO)C(=O)c2cc(NS(=O)(=O)c3ccc(F)cc3)ccc2O1	·	-0.7	0.3	-17.7	0.3	-3.3	-14.1	4.2
CN(C)CC#Cc1ccc([C@@H]2[C@@H](CO)N3CCCCN(C(=O)C4CCCC4)C[C@H]23)cc1	·	-0.6	·	·	-15.3	-4.1	-3.1	·
CC(=O)n1nc(-c2ccccc2)cc1-c1ccccc1	·	3.0	0.0	-2.8	·	-5.9	-16.3	-2.3
c1ccc(COc2ccc(OCCN3CCCCC3)cc2)cc1	·	3.3	0.0	-8.6	0.4	-8.7	10.3	-2.2
CCN(CC)S(=O)(=O)c1ccc(OC)c(NC(=O)Cc2cccs2)c1	·	-1.8	0.1	8.9	·	·	-14.8	0.4
Cc1nc2ccc(C(=O)N3CCCC(CO)(Cc4ccc(F)cc4F)C3)cc2nc1C (stereo not given)	·	-5.0	0.1	-19.3	0.3	-10.9	-8.2	3.7
O=C(CNC(=S)N(Cc1ccccc1Cl)C1CCCC1)NCCCN1CCOCC1	-0.3	1.1	0.0	25.2	·	5.0	-24.5	-1.3
C=CCNC(=O)CN1C(=O)c2cccc3cccc1c23	1.0	-2.4	0.9	-6.7	14.4	2.3	-9.3	-0.2
CCCc1ccc(OCCNC(=O)c2ccccc2Br)cc1	0.5	-0.1	0.2	-20.8	3.8	-3.9	-13.7	2.6
CCOC(=O)NC1c2ccccc2Oc2ccccc21	4.4	0.2	0.1	25.6	-0.3	-3.4	-16.7	-2.8
CC(C)NC(=O)Nc1ccc2c(c1)CC(=O)N([C@@H](C)CO)C[C@@H](C)[C@@H](CN(C)C(=O)NC(C)C)O2	1.4	-3.8	0.0	7.7	-19.6	-3.2	4.2	1.0

Results in F508del corr, for some of the entries so far:
mol,F508del corr
c1ccc(COc2ccc(OCCN3CCCCC3)cc2)cc1,3.3
CC(C)NC(=O)Nc1ccc2c(c1)CC(=O)N([C@@H](C)CO)C[C@@H](C)[C@@H](CN(C)C(=O)NC(C)C)O2,-3.8
CC(OC(=O)Nc1cccc(Cl)c1)C(=O)OC1CCCCC1 (stereo not given),1.8

(list continues)
SMILES	E-sel inducer	F508del corr	XiGFP reactiv	INS-1E GSIS act	RAD54 inh	DENV2 CPE	RAD52 inh	Casp6 inh
CCOC(=O)c1c(CN(CC)CC)n(C)c2cc(Br)c(O)cc12	-0.1	0.2	·	14.7	·	4.8	20.8	-1.7
COc1ccc(N(C(=O)c2snc(C(N)=O)c2N)C(C(=O)NC2CCCC2)c2ccc3ncccc3c2)cc1 (stereo not given)	·	0.5	0.1	10.1	-8.4	1.4	-12.5	1.2
Cc1ccc(S(=O)(=O)N(C)C[C@@H]2Oc3c(NS(=O)(=O)c4ccccc4)cccc3C(=O)N([C@@H](C)CO)C[C@H]2C)cc1	-0.5	0.6	-1.2	13.5	-8.3	0.1	1.9	1.2
CCOP(=O)(OCC)C(Cc1ccc(OC)c(OC)c1)N=C(c1ccccc1)c1ccccc1 (stereo not given)	0.6	-3.4	0.2	-9.8	·	-1.0	-28.9	4.4
O=C(Nc1cccc(Cl)c1N1CCOCC1)c1ccc2c(c1)OCCO2	·	-0.7	0.1	-8.7	·	-2.2	5.9	-3.2
C[C@H](CO)N1C[C@H](C)[C@H](CN(C)Cc2ccc(C(=O)Nc3ccccc3N)cc2)OCc2cnnn2CCCC1=O	-0.2	-5.5	0.3	6.2	-1.8	6.2	-0.1	-1.1
CC(C)N(C(C)C)S(=O)(=O)c1ccc(NC(=O)c2cnccn2)cc1	1.1	-2.9	0.4	5.7	0.8	-1.2	-21.5	-3.0
COc1cccc(NC(=S)/C(=C(\[O-])c2ccc(OC(F)F)cc2)[n+]2ccccc2)c1	4.5	1.1	-0.7	18.6	·	12.7	-12.8	3.4
CC1CCCCN1S(=O)(=O)c1cccc2nonc12 (stereo not given)	0.4	-0.6	0.3	-1.0	2.5	-1.1	-12.2	0.1
N#Cc1c2ccc(O)cc2n2ccccc12	-6.3	-4.4	0.0	27.4	·	-2.7	-15.2	0.7
C=CCN(C(=O)CSc1nc2ccsc2c(=O)n1Cc1ccccn1)c1ccccc1	·	1.7	0.6	-29.8	·	7.9	-12.8	3.3
Cn1c(=O)n(C)c2cc([N+](=O)[O-])c(N3CCN(C(=O)C(C)(C)C)CC3)cc21	2.4	-1.3	0.0	-6.7	·	1.7	0.3	-5.5
CO[C@H]1CN(C)C(=O)c2ccc(NC(=O)C3CC3)cc2OC[C@@H](C)NC[C@@H]1C	-0.1	0.6	-0.3	15.1	-4.2	0.3	-2.4	0.6
COc1ccccc1N1CCN(C2CCCN(C(=O)CCN3CCCCO3)C2)CC1 (stereo not given)	·	-4.8	0.1	23.1	3.5	3.7	-7.9	-0.3
COc1cccc(CNC(=O)C[C@H]2C=C[C@@H](NC(=O)C3CCOCC3)[C@H](CO)O2)c1	-0.2	0.9	-0.1	-9.7	-9.7	2.1	2.4	1.5
CCCCNC(=O)C(NC(=O)c1cnccn1)C(=O)c1ccccc1 (stereo not given)	3.9	1.3	0.5	13.1	·	-2.7	-19.6	1.9
COCc1[nH][nH]c(=O)c1C=Nc1ccc(OC(F)(F)F)cc1	·	-0.1	0.0	-1.6	-1.9	14.3	-15.8	0.8
COCOc1ccc(-c2ncc(OC)nc2NC(=O)c2ccsc2)cc1	0.6	4.6	0.0	4.6	4.9	-8.1	-1.0	2.1
COc1ccc2[nH]cc(C(=O)CN3CC(C)CC(C)C3)c2c1 (stereo not given)	-0.4	-2.5	0.1	-8.7	-12.2	3.3	13.9	-2.8
CCc1ccc2c(c1)NC(=O)C2(C)Cc1ccc(C(F)(F)F)o1 (stereo not given)	0.0	1.3	0.0	-24.8	-5.4	-10.9	-3.7	1.9
O=C(NCC(=O)N1CCN(S(=O)(=O)c2ccccc2)CC1)c1ccc2ccccc2c1	2.4	-2.3	-0.1	-10.0	-6.0	-0.4	-7.8	3.0
C[C@H](CO)N1C[C@H](C)[C@@H](CN(C)C(=O)CCN(C)C)OCc2ccccc2-c2c(n(C)c3ccccc23)C1=O	-0.1	6.6	1.1	-1.7	-26.0	-0.1	5.1	-1.7
CCO[C@@H]1OC(C(=O)NCc2ccccc2)=C[C@H](c2ccc(C(F)(F)F)cc2)[C@H]1CCCO	0.1	-0.3	-0.1	-11.0	-4.1	-4.9	9.1	3.7
CCOC(=O)C1CCN(C(=O)c2cc3c(OC)c(OC)c(OC)cc3[nH]2)CC1	0.0	-1.1	0.3	2.2	-21.2	-2.1	4.3	5.0
CNC(=O)c1nc(C)n(-c2ccc([N+](=O)[O-])cc2)n1	-1.8	-0.7	0.0	-3.1	·	3.7	-6.0	1.2

Arranged by heavy-atom count (largest number first): three of the compounds above
SMILES	E-sel inducer	F508del corr	XiGFP reactiv	INS-1E GSIS act	RAD54 inh	DENV2 CPE	RAD52 inh	Casp6 inh
CCCCNC(=O)C(NC(=O)c1cnccn1)C(=O)c1ccccc1 (stereo not given)	3.9	1.3	0.5	13.1	·	-2.7	-19.6	1.9
CC1CCCCN1S(=O)(=O)c1cccc2nonc12 (stereo not given)	0.4	-0.6	0.3	-1.0	2.5	-1.1	-12.2	0.1
N#Cc1c2ccc(O)cc2n2ccccc12	-6.3	-4.4	0.0	27.4	·	-2.7	-15.2	0.7

The results go on:
SMILES	E-sel inducer	F508del corr	XiGFP reactiv	INS-1E GSIS act	RAD54 inh	DENV2 CPE	RAD52 inh	Casp6 inh
COC(=O)C(C)Sc1ccc2nnc(-c3ccc(F)cc3)n2n1 (stereo not given)	·	0.5	·	3.3	·	0.6	0.9	0.4
O=C(CCN1C(=O)COc2ccccc21)N1CCN(c2ccccn2)CC1	·	3.6	·	3.0	0.2	-2.3	-19.6	-2.3
CO[C@H]1CN(C)C(=O)c2ccc(NS(C)(=O)=O)cc2OC[C@H](C)N(C(=O)c2ccc3c(c2)OCO3)C[C@H]1C	-0.1	-0.9	0.5	-2.8	-1.5	·	·	·
COc1cccc(NC(=O)C(=S)NC2CCCCC2)c1	2.7	-3.7	0.0	-0.8	6.5	-2.2	-7.7	-0.1
O=C(Nc1ccccc1)N1CC(=O)N2[C@H](CO)[C@@H](c3ccc(C#CC4CCCCC4)cc3)[C@@H]2C1	-0.2	1.3	0.0	-11.4	·	-3.3	-3.2	0.9
Nn1c(SCC(=O)NC(=O)Nc2ccc3c(c2)OCCO3)nnc1C1CC1	·	-3.0	0.0	27.0	2.4	12.0	-10.1	1.7
COc1cc2c(cc1OC)C(COc1cccc(C(F)(F)F)c1)NCC2 (stereo not given)	1.4	-0.2	-0.1	-14.2	-2.3	3.0	-32.0	-4.3
O=C(N[C@H]1CC[C@H](CCNS(=O)(=O)c2ccccc2)O[C@H]1CO)c1cccc(F)c1	-0.1	-3.4	0.3	3.7	-10.4	-5.3	0.8	3.7
CC(C)(C)c1cc[n+](C2=C([O-])c3ccccc3C(=O)/C2=N\S(=O)(=O)c2ccccc2)cc1	-0.2	-2.9	0.0	-8.9	-1.0	-0.4	-6.5	6.6

Screening data from PubChem.
